ALOX12 inh – blocks human arachidonate 12S-lipoxygenase. AID 1671190. 580,000 tested, 1.1% active. Potency, µM (series often up to 108 µM), inactives show top-dose activity change, negative = inhibition, hits mostly inhibitors. purified 12hLO, xylenol orange hydroperoxide absorbance; active = well fitted inhibition curve with a large enough effect; inconclusive = small, poorly fitted or top-dose-only effect, or another doubt; inactive = no such curve, though single readings can be large or run the other way
Target sequence (P18054 whole entry, looked up): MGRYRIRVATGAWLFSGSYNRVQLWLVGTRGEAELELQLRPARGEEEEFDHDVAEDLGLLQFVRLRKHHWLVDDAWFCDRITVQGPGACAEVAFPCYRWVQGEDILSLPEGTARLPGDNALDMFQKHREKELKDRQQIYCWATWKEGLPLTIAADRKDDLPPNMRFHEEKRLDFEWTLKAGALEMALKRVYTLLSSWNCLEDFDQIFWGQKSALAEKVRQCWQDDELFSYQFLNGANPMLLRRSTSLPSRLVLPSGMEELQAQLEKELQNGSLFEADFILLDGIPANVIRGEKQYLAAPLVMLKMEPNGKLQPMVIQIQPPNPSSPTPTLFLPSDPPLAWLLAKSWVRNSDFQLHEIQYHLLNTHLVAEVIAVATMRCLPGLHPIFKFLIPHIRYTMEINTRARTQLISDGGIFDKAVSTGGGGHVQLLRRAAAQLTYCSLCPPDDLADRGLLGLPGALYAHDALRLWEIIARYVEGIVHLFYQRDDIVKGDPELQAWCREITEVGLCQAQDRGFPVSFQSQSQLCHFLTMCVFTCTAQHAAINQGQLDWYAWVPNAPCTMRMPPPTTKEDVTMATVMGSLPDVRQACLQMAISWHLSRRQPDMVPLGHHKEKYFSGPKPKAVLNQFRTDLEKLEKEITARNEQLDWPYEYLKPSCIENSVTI
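Purified human 12hLO (150 nM final) in 25 mM Hepes, 0.01% Triton X-100, pH 7.0 was preincubated 15 min at room temperature with compound. Then 40 uM arachidonic acid was added, 30 min. Hydroperoxide was read by Fe-XO absorbance ratio 573/405 nm.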
Active calls of the source: *; ? = inconclusive; [ ] = dose if it differs, or a comment. % is scaled to controls: 0 for no effect and ±100 for the full control effect; potency is read from the fitted curve at half-maximal effect. The list is partial. The share of hits here may be higher or lower than overall.

ALOX12 inh	canonical_smiles
32.3%	COc1ccccc1C(=O)N1CCC(Cc2nc(C(C)C)no2)CC1
37.1%[activator]	COC(=O)[C@@H]1Cc2ncn(Cc3ccc(Cl)cc3)c2CN1C(=O)CC(C)(C)CC(=O)O
18.7%	COCCc1noc(Cc2c(C)nn(-c3ccccc3)c2C)n1
-2.4%[176 µM]	Cc1cc(F)ccc1OC1CN([S+](=O)([O-])c2ccccc2)C1
?	C[C@@H]1CNCCN1c1ccc(N2CCN(Cc3ccccc3)[C@@H](C)C2)c(C#N)c1
10.3%	Cc1ccccc1Oc1ncccc1CNC(=O)c1ccc2c(c1)OCO2
6.0%	Cc1cccc(C(=O)N2C(C(=O)N3CCOCC3)COC23CCN(C(=O)c2cccc(F)c2)CC3)c1 (stereo unspecified)
15.5%	COc1cccc([C@@H]2CN(C(=O)c3cnn(C)c3)C[C@H]2C(=O)O)c1
37.0%[activator]	Cc1cnc(C(=O)N[C@@H]2CCC[C@@H]2C(=O)N2CCN(c3ccccn3)CC2)cn1
?	Cc1ccc(-c2nc(CC(=O)Nc3ccc4c(c3)C(=O)N3CCC[C@H]3C(=O)N4)cs2)cc1
50.7%[activator]	COCc1ncc(CN2CCC(Cc3nncn3-c3ccccc3)CC2)cn1
48.9%[activator][176 µM]	c1cc(-c2noc([C@@H]3CCCN3Cc3ncc[nH]3)n2)cc(N2CCOCC2)n1
7.8%	CCCN(CC1CCOC1)S(=O)(=O)c1cc(C)ccc1C (stereo unspecified)
4.2%	CC1(C)CC(CC(=O)N[C@H](Cc2ccccc2)C2CC(O)C2)CC(C)(C)N1 (stereo partly specified)
?	COC(=O)C1=C(C)N(Cc2ccc(F)cc2)C(=S)NC1c1ccccc1 (stereo unspecified)
13.9%[176 µM]	CC[C@H]1CN(C(=O)c2ccccc2)CC[C@H]1CC(=O)N1CCOCC1
1.4%	CN1CCOC[C@H]2CCN(C(=O)c3ccco3)C[C@H]21
83.0%[activator][176 µM]	O[C@H]1[C@H](NCc2ccccn2)[C@H]2CO[C@H](O2)[C@@H]1N1CCC(Cc2ccccc2)CC1
9.3%	COc1ccc(Cl)cc1C(=O)N1CCC(Oc2nccnc2N(C)C)C1 (stereo unspecified)
54.7%[activator]	COCCN1CCCC1c1nc(C2CN(C(=O)NCc3ccco3)C2)no1 (stereo unspecified)
5.7%	O=C(c1csnn1)N1CCCC(CCc2c(F)cccc2F)C1 (stereo unspecified)
2.4%	Cn1nc2n(c1=O)CCC(NC(=O)c1cncc(Br)c1)CC2 (stereo unspecified)
-5.8%	Cn1ccnc1C(O)C1CCN(C(=O)Cc2c[nH]c(=O)n(C)c2=O)CC1 (stereo unspecified)
?	COc1ccc(-c2cc(C[C@H]3CNCC[C@H]3CC(=O)N3CCC(Cc4ccccc4)CC3)no2)cc1
1.8%[176 µM]	CC(C)(C)C(=O)N[C@H]1CO[C@H]2[C@@H]1OC[C@H]2O
37.7%[activator]	COc1ccc(C(=O)Nc2cccc(-c3nnc4n3CCCC4)c2)cc1
-14.1%	O=C(CCn1cncn1)N1CCC2(CCC(=O)N(CCc3ccncc3)C2)CC1
56.1%[activator]	O=C(NCc1csc2ccc(Cl)cc12)C1CC2(CCNCC2)CN1 (stereo unspecified)
28.7%	CCCN1C(=O)CC[C@H]2CN(C(=O)c3cnc(C4CC4)[nH]c3=O)CC[C@H]21
31.6%	COc1cc(C)cc(OC)c1C(C(=O)O)N1CCN(CC2CC2)CC1 (stereo unspecified)
-9.1%	Cc1cc(C)n(CCC(=O)NCC2CCN(c3cc(-c4ccc(Cl)cc4)[nH]n3)CC2)n1
14.4%	O=C(NCCc1ccncc1)C1CN(C(=O)c2cccc(Cl)c2)CC12CCOCC2 (stereo unspecified)
12.2%	OCCN1CN(c2ccccc2)C(=S)N(c2ccccc2)C1
73.4%[activator]	Cn1nc2n(c1=O)CCN(S(=O)(=O)c1ccc3[nH]c(=O)oc3c1)CC2
14.5%	Cc1cn2nc(C(=O)NCc3ccc(F)cc3)cc2c(N2CCSCC2)n1
17.3%[176 µM]	O=C(O)CCn1ncc2cc(OC3CCN(C(=O)C4CCCC4)CC3)ccc21
13.3%	Cc1noc(C)c1C(=O)N1CCC2(CC1)CC(c1ccccc1)C(=O)N2C (stereo unspecified)
0.5%	O=C(CCC1CCCN(CC2=Cc3cc(Cl)ccc3OC2)C1)Nc1ccccc1F (stereo unspecified)
134.4%[activator]	COc1ccc(CN2CC[C@@](C)(O)[C@H](N3CCCC3)C2)cc1
46.6%[activator]	CCOc1ccccc1NC(=O)Cn1nc2n(c1=O)CCCCC2
23.5%	O=C(Nc1ccc(Oc2ccccc2)cc1)c1cc2n(n1)CC(c1ccc(Cl)cc1)OC2 (stereo unspecified)
-9.1%	CN1c2cc(C(=O)Nc3ccc(OC(F)(F)F)cc3)ccc2C(=O)N2CCCC21 (stereo unspecified)
?	N#Cc1ccc(S(=O)(=O)N[C@H]2CC[C@@]34CCCN3C(=O)CCC[C@H]4[C@H]2Cc2ccccc2)cc1
20.8%	COc1ccc(C(=O)N2CCC3(C2)C(=O)N(Cc2ccccc2)c2ccccc23)cc1 (stereo unspecified)
41.0%[activator]	CC(=O)N1C[C@@H](C(=O)N2CCC(Cc3ccccc3)CC2)[C@H](c2nc(C)no2)C1
28.0%	Cn1cc([C@@H](NC(=O)CCc2c[nH]c3ccccc23)C2CC(O)C2)cn1 (stereo partly specified)
32.2%[activator]	O=C(C1CCOC1)N1CCC(N(Cc2ccccc2)C2CCOCC2)CC1 (stereo unspecified)
7.2%	COc1ccc(C2Cn3cnc(C(=O)N4CCC(C(=O)NCc5cccc(F)c5)CC4)c3CO2)cc1 (stereo unspecified)
37.1%[activator]	COc1ccc(OC)c(CN2CC(Oc3ccccc3C(=O)NCc3ccccc3)C2)c1
2.7%	CCO[C@H]1CN(C2CCN(CCc3ccccc3)CC2)C[C@@H]1O
5.5%[6.33 µM]	CC(C)CCN1CCC2(CC1)CN[S+](=O)([O-])c1cccnc1O2
82.8%[activator][176 µM]	Cc1ccc(CN2C(=O)[C@@H]3C[C@@H](O)CN3C3(CN(Cc4ccc(Cl)cc4)C3)C2=O)o1
23.5%	COc1cccc([S+](=O)([O-])N2CCC3(CC2)C(=NC2CCCC2)NC(=O)N3c2cc(F)cc(F)c2)c1
6.4%[176 µM]	CC(=O)Nc1cc(-c2cc(C(=O)NCc3cc(C)on3)c3c(c2)N(C)CCO3)ccn1
49.5%[activator][176 µM]	c1cncc(CNC[C@H]2Cn3c(-c4ccc5c(c4)OCCO5)cnc3CO2)c1
-2.4%	COc1ccccc1OC1(C(=O)O)CCN(C(=O)c2ccoc2C)CC1
?	NC(=O)c1ccc(CC2CCN(S(=O)(=O)c3ccc4c(c3)CCC4)CC2)cc1
5.9%	CCCCc1nnn2c1C1c3cc(-c4cccnc4)ccc3CCN1C(=O)C2 (stereo unspecified)
-10.6%	CCn1ccc(C(=O)N[C@@H]2CN(S(C)(=O)=O)C[C@H]2CN(C)C)n1
24.0%[176 µM]	COc1cccc(Nc2n[nH]c(C(O)c3cccc(C(F)(F)F)c3)n2)c1 (stereo unspecified)

Next section
ALOX12 inh	canonical_smiles
-4.1%	O=C(O)C[C@@H]1CCN(C(=O)C2CCCCC2)C[C@@H]1CCN(CCN1CCOCC1)c1ccccc1
-13.4%	CN1CCN([C@H]2CCN(C(=O)c3ccc(C#N)nc3)C[C@H]2CCCO)CC1
?	CC(C)[C@H]1CN(C2CCOCC2)C[C@@H]1NC(=O)CCc1nncn1C
9.9%	COc1ccccc1C(=O)N1CCC(O)(c2ccccc2)[C@H](N(C)C)C1 (stereo partly specified)
428.0%[activator]	CC(C)CCN1CCc2c(sc3ncnc(N4CCOCC4)c23)C1
-16.4%	Cc1ccc([S+](=O)([O-])N2CCc3nc(-c4ccc(Cl)cc4)nc(-c4ccccc4)c3C2)cc1
4.8%	COc1ccc(Cl)cc1NC(=O)C1CN(S(C)(=O)=O)CC12CCCCC2 (stereo unspecified)
?	O=C(Cc1ccc(Cl)cc1)NC1CCN(c2cc(-c3ccc(F)cc3)[nH]n2)C1 (stereo unspecified)
18.0%	Cc1nnc([C@@H]2CC(F)(F)CN2C(=O)c2ccoc2)o1
-43.5%[176 µM]	COc1ccc(-c2noc([C@@H](C)NC(=O)C3CCCCC3)c2C(=O)O)cc1
3.1%[6.33 µM]	Cc1ccc(S(=O)(=O)c2nnn3c2nc(N2CCCCC2)c2ccccc23)cc1C
9.0%	Cc1ccc(F)cc1S(=O)(=O)N1CCCC(Cn2c(C3CC3)nc3cccnc32)C1 (stereo unspecified)
16.2%[176 µM]	Cn1nccc1-c1nccc2c(=O)cc(N3CCOCC3)oc12
63.7%[activator]	O=C1c2c(nc(CNCc3cccc(F)c3)n2Cc2ccccc2)NCCN1Cc1cccc(Cl)c1
75.5%[activator]	COc1cc(CN2CCN(c3ncnc(C)c3C)CC2CCO)cc(OC)c1 (stereo unspecified)
58.5%[activator]	COc1cccc(C(=O)NC2CCN(c3cc(-c4ccccc4)[nH]n3)C2)c1 (stereo unspecified)
8.4%	Cc1nc(CC(=O)Nc2nn(C)c3cccc(Oc4cccnc4)c23)cs1
60.0%[activator]	COCCNC(=O)[C@H]1C[C@H](Oc2ccccc2)CN1Cc1ccncc1
36.3%[activator]	CCCN(C)c1nccnc1OC1CCN(C(=O)c2c(F)cccc2F)C1 (stereo unspecified)
12.9%	Cc1noc([C@@H]2CN(Cc3cccnc3)C[C@H]2CO)n1
16.5%	CCOCCCNC(=O)N1CCC(OC2CCN(S(C)(=O)=O)CC2)CC1
10.7%[176 µM]	O=C(c1ccc2c(c1)OCCN(c1cccc(OC(F)(F)F)c1)C2)N1CCOCC1
6.4%[6.33 µM]	Cc1noc(C)c1C(=O)N1CCC2(CC1)CN(C(=O)N(C)C)Cc1ccccc1O2
4.3%	COCc1noc([C@@H]2CN(C(=O)CC3CCCC3)C[C@H]2CO)n1
70.8µM*	O=C(Nc1ccccc1)O[C@@H]1CO[C@H]2[C@@H]1OC[C@@H]2NC(=S)Nc1ccccc1
45.8%[activator]	Cc1ccc(NC(=O)C2CCN(C(=O)c3ncn4c3COC(c3ccc(F)cc3)C4)CC2)cc1Cl (stereo unspecified)
6.4%	Cc1noc(C)c1S(=O)(=O)NCC1Cn2cccc2C(=O)N1C (stereo unspecified)
39.6%[activator]	O=C(O)c1ccc(CN2CC[C@@H](c3ccc4c(c3)OCO4)[C@H](O)C2)cc1
17.4%	C#CCCCN([C@H](C(=O)OC)C(C)C)S(=O)(=O)c1ccc(F)cc1Br
?	CSc1cccc(NC(=O)N[C@H]2C[C@@H](C(=O)N[C@H](Cc3c[nH]c4ccccc34)C(N)=O)N(C(=O)C=C(C)C)C2)c1
62.7%[activator][176 µM]	COc1cc(CN2C[C@@H](F)[C@@H](OCc3nc4ccc(F)cc4[nH]3)C2)cc(OC)c1OC
?	CN1C(=O)CO[C@H]2CN(C(=O)c3cnccn3)C[C@H]21
9.5%	CN1CCCCCCN(C(=O)c2ccc3ccccc3n2)[C@H]2CCC[C@H]2C1=O
28.4%	Cc1cnc(C(=O)N[C@@H]2CCC[C@@H]2C(=O)N2CCOCC2)cn1
8.7%[6.33 µM]	O=C(c1ccccc1)N1Cc2ccccc2CC2(CCCN2Cc2cccnc2)C1 (stereo unspecified)
46.3%[activator]	O=C(CC(c1ccccc1)c1ccc(Cl)cc1)N1CCOCC1 (stereo unspecified)
2.4%	CC(C)NC(=O)N1CCCC1c1noc(CCC(=O)O)n1 (stereo unspecified)
6.0%[6.33 µM]	CN(C)C(=O)N1Cc2ccccc2OC2(CCN(C(=O)CCCNC(N)=O)CC2)C1
17.0%	Cc1noc(-c2cn(C3CCN(C(=O)c4ccoc4)CC3)nn2)n1
25.5%	COc1ccc2[nH]c3c(c2c1)CCNC31CCN(C(C)C)CC1
-20.0%	CCn1cc(S(=O)(=O)N2CCCC(c3nn[nH]n3)C2)cn1 (stereo unspecified)
52.4%[activator]	CNC(=O)c1ccc(CNc2nc(CCN)nc3sc(C)c(C)c23)o1
26.2%	CNC(=O)Cc1cccc(-n2ccnc2-c2cc(OC)c(OC)cc2F)c1
40.2%[activator][176 µM]	Clc1ccc(-c2cnc([C@@H]3COCCN3Cc3cnc[nH]3)[nH]2)cc1
31.5%[activator]	O=C(NC1CCCCC1)c1nnc2n1CCN(C(=O)c1ccc3occc3c1)C2
-12.0%	CCN(CC)CCNC(=O)c1ccc2c(c1)n(Cc1cccc(F)c1)c(=O)c1ccnn12
14.3%[176 µM]	CC1CCN([C@@H]2[C@H](O)[C@H](CO)O[C@@H]2CNC(=O)c2ccccc2)CC1
25.9%	CC(C)c1nnc(C2CN(C(=O)C3(c4ccccc4)CC3)CC23CCOCC3)o1 (stereo unspecified)

An excerpt of these results, tab-delimited.
molecule	ALOX12 inh
O=C(c1ccccc1)N1Cc2ccccc2CC2(CCCN2Cc2cccnc2)C1 (stereo unspecified)	8.7%[6.33 µM]
O=C(CC(c1ccccc1)c1ccc(Cl)cc1)N1CCOCC1 (stereo unspecified)	46.3%[activator]
CC(C)NC(=O)N1CCCC1c1noc(CCC(=O)O)n1 (stereo unspecified)	2.4%

Some of the entries above, reformatted.
SMILES,ALOX12 inh
O[C@H]1[C@H](NCc2ccccn2)[C@H]2CO[C@H](O2)[C@@H]1N1CCC(Cc2ccccc2)CC1,83.0%[activator][176 µM]
COc1ccc(Cl)cc1C(=O)N1CCC(Oc2nccnc2N(C)C)C1 (stereo unspecified),9.3%
COCCN1CCCC1c1nc(C2CN(C(=O)NCc3ccco3)C2)no1 (stereo unspecified),54.7%[activator]
O=C(c1csnn1)N1CCCC(CCc2c(F)cccc2F)C1 (stereo unspecified),5.7%
Cn1nc2n(c1=O)CCC(NC(=O)c1cncc(Br)c1)CC2 (stereo unspecified),2.4%
Cn1ccnc1C(O)C1CCN(C(=O)Cc2c[nH]c(=O)n(C)c2=O)CC1 (stereo unspecified),-5.8%
